Screening results: PubChem, National Center for Advancing Translational Sciences (NCATS)
AMA1-RON2 inh = qHTS for Inhibitors of AMA1-RON; Towards Development of Antimalarial Drug Lead: Primary Screen; AlphaScreen AMA1-biotinylated RON2 peptide binding; AID 720542, 2013; actives 0.2% (n = 360,000); Potency, µM (doses to about 58.2 µM), inactives show at the top dose activity change, negative = inhibition, hits mostly inhibitors; Plasmodium falciparum AMA1 (3D7) - RON2 peptide interaction;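 further: potency means the concentration at half of the fitted maximal effect; 0% = vehicle wells and -100% = peptide control; nearly all actives have a fitted effect of over 45% in size; some results filed as inactive show a strong effect at the top dose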
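AMA1 (3D7) with his tag at 25 nM final met compounds first, then biotinylated RON2 peptide at 25 nM; detection used donor plus acceptor beads, 10 µg/mL apiece, read by AlphaScreen after 30 min at room temperature.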
HCV inhibitor = qHTS Assay for Inhibitors of Hepatitis C Virus (HCV). Potency, µM (series often up to 41.8 µM), without a hit: at the top dose activity change, negative = inhibition, usual class: inhibitors. actives 3.4% (n = 340,000). Huh7.5.1 HCVcc-Cre infection, luciferase reporter, 44 h; further: potency means the concentration at half of the fitted maximal effect
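Infectious HCVcc-Cre (~0.5 moi) was added to cells just after compound, with cells seeded 4 h earlier at 1,000 per well. Luciferase activity after 44 h culture reported infection; substrate was incubated 15 min at room temperature before reading.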
FBPA Giardia inh = qHTS Assay for Inhibitors of Fructose-1,6-bisphosphate Aldolase from Giardia Lamblia | A8B2U2 | purified Giardia FBPA | Potency, µM (top dose mostly 59.6 µM), for the others: at the highest dose activity, negative = inhibition, actives largely listed as inhibitors | actives 0.71% (n = 290,000) | AID 2451, 2010; further: potency means the concentration at half of the fitted maximal effect; nearly all actives have a fitted effect of over 55% in size
Target sequence (A8B2U2 whole entry, looked up): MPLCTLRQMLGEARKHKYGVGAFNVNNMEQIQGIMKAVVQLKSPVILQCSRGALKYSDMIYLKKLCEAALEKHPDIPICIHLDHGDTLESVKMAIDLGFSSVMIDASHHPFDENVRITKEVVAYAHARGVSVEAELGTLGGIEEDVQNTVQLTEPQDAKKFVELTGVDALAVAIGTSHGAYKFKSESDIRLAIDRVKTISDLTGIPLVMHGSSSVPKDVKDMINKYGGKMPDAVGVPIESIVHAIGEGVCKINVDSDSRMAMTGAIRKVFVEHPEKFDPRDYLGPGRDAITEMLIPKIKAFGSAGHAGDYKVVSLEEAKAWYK
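40 nM FBPA preincubated 10 min at RT with compound (up to 57.5 uM final), then substrate plus GAPDH/TPI/NAD/arsenate coupling and diaphorase/resazurin added. Fluorescence read after 20 min at RT, 525/598 nm.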
HCMV antiviral = qHTS Assay for inhibitors of the human cytomegalovirus (HCMV) | AID 1259415, 2018 | activity change, negative = inhibition, % at 57.5 µM | actives 4.5% (n = 410,000) | HFF cells, HCMV-luciferase reporter, 72 h; stronger effect = lower value; in the data active means activity change below about -60%; inconclusive means no clear call, values can overlap the other calls; inactive means above about -39%
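Steps: HFFs plated, 16 h 37C; compounds added; HCMV-luciferase added to MOI 1 PFU/cell; 72 h 37C; OneGlo reagent, 5 min room temperature; luminescence read, normalized to controls.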
Sm TGR block = qHTS Assay for the Inhibitors of Schistosoma Mansoni Peroxiredoxins. Schistosoma mansoni thioredoxin glutathione reductase (TGR), Q962Y6. purified TGR, DTNB reduction, TNB absorbance 405 nm. Potency, µM (series often up to 114 µM), inactives show top-dose activity change, negative = inhibition, usual class: inhibitors. actives 3% (n = 360,000); further: potency means the concentration at half of the fitted maximal effect; nearly all actives have a fitted effect of over 60% in size
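TGR 20 nM + NADPH 100 uM (dispensed conc.), cpd preinc 15 min RT; start with NADPH (500 uM addition) then DTNB (15 mM addition). Kinetic TNB absorbance, 405 nm filter. Four-parameter Hill fit across titration.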
AmpC detergent = qHTS Inhibitors of AmpC Beta-Lactamase (assay with detergent) | Potency, µM (series often up to 114 µM), without a hit: at the top dose activity change, negative = inhibition, usual class: inhibitors | AmpC hydrolysis of nitrocefin, absorbance 480 nm, 0.01% Triton | actives 0.041% (n = 370,000) | AID 485294, 2010;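 further: potency means the concentration at half of the fitted maximal effect; 0% = no-compound wells and -100% = no-enzyme wells; nearly all actives have a fitted effect of over 25% in size; some results filed as inactive show a strong effect at the top dose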
Target sequence (P00811 whole entry, looked up): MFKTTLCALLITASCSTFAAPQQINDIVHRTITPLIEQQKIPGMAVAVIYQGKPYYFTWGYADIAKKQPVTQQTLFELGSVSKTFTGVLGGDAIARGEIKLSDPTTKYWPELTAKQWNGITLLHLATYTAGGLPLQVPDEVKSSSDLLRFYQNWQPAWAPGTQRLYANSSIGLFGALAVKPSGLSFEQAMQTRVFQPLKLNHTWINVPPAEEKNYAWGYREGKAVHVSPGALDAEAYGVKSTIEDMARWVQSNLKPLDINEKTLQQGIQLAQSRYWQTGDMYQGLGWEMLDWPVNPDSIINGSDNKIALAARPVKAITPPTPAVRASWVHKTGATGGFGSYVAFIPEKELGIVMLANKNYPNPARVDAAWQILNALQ
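20 mM phosphate pH 7.0 + 0.01% (detergent screen) or 0.0001% Triton X-100; 5.3 nM AmpC reagent; cpd preinc 15 min RT; nitrocefin (800 uM stock) to start; A480 q20 s × 4 min; Activity was normalised to no-enzyme and no-compound control wells.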
The depositor's hits bear a star; ? = inconclusive; . = not tested or not shown; & = joins results of further samples; [ ] = another dose, or the depositor's remark. Unless noted, the call rests on the fitted dose curve; in most records, active means well fitted curve in the direction sought with a large enough effect; inconclusive means small, poorly fitted or top-dose-only effect, or another doubt; inactive means no such curve, though single readings can be large; an effect the other way counts as inactive or inconclusive. Unless noted, on the % scale 0 is the no-effect control and ±100 the full control effect.

SMILES | AMA1-RON2 inh | HCV inhibitor | FBPA Giardia inh | HCMV antiviral | Sm TGR block | AmpC detergent
O=C(Nc1ccccc1F)n1ncc2cc(Cl)ccc21 | -8% | 2% | 15% | -8 | -3% | 1%
Cc1cc(C)cc(NC(=S)Nc2ccccn2)c1 | -2% | ? | -9% | 13 | ? | -9%
O=C(NC1CCCC1)C(c1c(F)cccc1Cl)N(C(=O)c1csnn1)C1CC1 (stereo unspecified) | 2% | 6% | 5% | -35 | -16% | -3%
CCN(c1ccccc1)S(=O)(=O)c1nnc(NC(=O)COc2cccc(C)c2)s1 | . | . | . | 22 | 26% | 5%
O=C(Nc1ccccc1)Nc1cccc(Cl)c1 | -1% | ? | -3% | -20 | -11% | 1%
CCCCCCSc1ccc(-c2nc3ccc(Cl)cn3c2NC2CCCCC2)cc1 | 10% | 17% | . | -21 | . | .
COc1cc(NS(=O)(=O)c2ccc(NC(=S)Nc3ccccc3)cc2)nc(OC)n1 | -3% | 7% | . | 6 | 2% | 4%
CCOc1ccc(N(CC(=O)Nc2ccc(OC)cc2OC)S(=O)(=O)c2c(C)[nH]c(=O)[nH]c2=O)cc1 | 11% | 5% | . | -25 | 1% | -8%
CCn1c(SCC(=O)Nc2oc(-c3ccccc3)c(-c3ccccc3)c2C#N)nnc1-c1cc(OC)cc(OC)c1 | -5% | ? | 11% | -8 | -9% | ?
Cc1ccccc1C(=O)c1ccccc1C(=O)c1ccccc1 | 1% | 13% | . | 6 | . | .
COc1ccc(C#Cc2c(-c3ccsc3)oc3ccc(-c4cc(OC)c(OC)c(OC)c4)cc23)cc1 | 0% | 9% | . | -8 | . | .
Cc1ccccc1N(C(=O)c1snc(C(N)=O)c1N)C(C(=O)NCC1CCCO1)c1ccc(N(C)C)cc1 (stereo unspecified) | -24% | -1% | . | 4 | -3% | 2%
Cc1c(Br)c([N+](=O)[O-])nn1CC(=O)NCCc1ccc(Cl)cc1 | -6% | -27% | 1% | -40 | -15% | -10%
CCn1nc(C)c2c(-c3ccccc3)cc(=O)n(C(C)C(=O)NCCc3ccc(OC)c(OC)c3)c21 (stereo unspecified) | . | . | . | -16 | 1% | 17%
COc1ccccc1N1CCN(C(=O)CCn2cnc3onc(-c4ccc(F)cc4)c3c2=O)CC1 | . | . | . | -12 | 3% | 6%
Cc1cc(S(=O)(=O)Nc2c(NC3CCCCC3)c3ccccc3oc2=O)ccc1F | 7% | ? | . | 21 | 10% | -2%
COC(=O)c1ccccc1NC(=O)CSc1nnc(-c2cccnc2)n1C | 0% | 14% | -6% | -33 | 1% | ?
c1ccc(CNc2nc3c(-c4ccccc4)nnn3c3ccccc23)cc1 | . | . | . | 1 | -1% | 9%
O=C(NCCCN1CCCC1=O)c1cccc(S(=O)(=O)N2CCN(c3ccccc3)CC2)c1 | 3% | 0% | . | -23 | -10% | -5%
CCN1CCN(CCn2c(=S)[nH]c3cc4c(cc3c2=O)OCO4)CC1 | 13% | 13% | -7% | 17 | 1% | -2%
Cc1cc(/N=C/C=C2\N(C)c3ccccc3C2(C)C)n(CCC#N)n1 | -4% | 11µM* | -12% | ? | 0% | -16%
O=C(CSc1nc2cc(Cl)ccc2s1)c1ccco1 | 66%[activator] | -25% | ? | 101 | 0% | ?
COC(=O)c1ccc(CNC(=O)C2CCC(=O)N(CCCc3ccccc3)C2)cc1 (stereo unspecified) | 0% | 4% | . | 0 | -7% | -10%
CC(=O)c1cccc(NC(=O)Cn2cnc(S(=O)(=O)N3CCC(C)CC3)c2)c1 | 1% | 7% | . | . | 1% | 3%
CNc1nc(N)c(C(=O)Nc2cc(C)on2)s1 | 27% | -28% | ? | 5 | -5% | 3%
CCN(CC)c1ccc(/C=N/n2nnnc2N)c(O)c1 | 65%[activator] | 0% | -6% | -10 | -5% | -3%
O=C(Nc1cccc(Cl)c1)OCCN1CCN(Cc2ccccc2)CCC1=O | -6% | -24% | -3%&0% | -32 | -2% | -12%
CC(C)(C)c1nnc2sc(SC/C(O)=C(\C#N)c3nc4ccccc4[nH]3)nn2c1=O | 150%[activator] | -22% | -9% | -14 | 10%[11.4 µM] | -6%
COc1ccc2[nH]cc(C=O)c2c1 | 3% | -8% | . | -25 | -20% | -12%
CCc1noc(C)c1C(=O)N1CCCC(C(=O)c2ccc(OC)c(F)c2)C1 (stereo unspecified) | -10% | 21% | -14% | -22 | 4% | 2%

As a short view, some entries already given:
SMILES | AMA1-RON2 inh | HCV inhibitor | FBPA Giardia inh | HCMV antiviral | Sm TGR block | AmpC detergent
Cc1cc(/N=C/C=C2\N(C)c3ccccc3C2(C)C)n(CCC#N)n1 | -4% | 11µM* | -12% | ? | 0% | -16%
O=C(CSc1nc2cc(Cl)ccc2s1)c1ccco1 | 66%[activator] | -25% | ? | 101 | 0% | ?
COC(=O)c1ccc(CNC(=O)C2CCC(=O)N(CCCc3ccccc3)C2)cc1 (stereo unspecified) | 0% | 4% | . | 0 | -7% | -10%
CC(=O)c1cccc(NC(=O)Cn2cnc(S(=O)(=O)N3CCC(C)CC3)c2)c1 | 1% | 7% | . | . | 1% | 3%

More results.
SMILES | AMA1-RON2 inh | HCV inhibitor | FBPA Giardia inh | HCMV antiviral | Sm TGR block | AmpC detergent
COc1cc2cnncc2cc1OC | -2% | 15% | 5% | 89 | -29% | -3%
Cn1c(CCN2CCOCC2)nc2cc(NC(=O)COc3ccc([N+](=O)[O-])cc3)ccc21 | -1% | -4% | . | -30 | 2% | 2%
CCNCCC(=O)N1c2ccccc2Sc2ccc(NC(=O)OCC)cc21 | 2% | 13µM* | 2% | -15 | -1% | 1%
CCC(Sc1nc2n[nH]c(C)c2c(=N)n1-c1ccc(Br)cc1)C(=O)N(CC)CC (stereo unspecified) | . | . | . | 0 | 15% | -10%
COC(=O)c1cc([N+](=O)[O-])ccc1N1CCN(Cc2ccccc2)CC1 | -20% | ? | 2% | -7 | -2% | -4%
CN(C)c1ccc(NC(=O)CCSc2nc(-c3ccco3)cc(C(F)(F)F)n2)cc1 | . | . | . | -25 | 1% | 21%
CCOc1ccc(S(=O)(=O)N2CCN(C(=O)CCC(=O)N3CCOCC3)CC2)cc1 | -3% | ? | . | -32 | 10% | ?
O=C(NC(Cc1ccccc1)C(=O)O)c1ccc(S(=O)(=O)N2CCOCC2)cc1 (stereo unspecified) | -5% | 15% | 0% | -2 | 6% | 0%
COc1cc(CNCc2cccs2)ccc1OCc1cccs1 | 0% | -28% | -12% | -19 | 5% | 1%
Cc1cccc(NC(=O)N[C@@H](C)C(=O)O)c1 | -3% | 4% | 5% | 21 | -1% | -12%
Cc1cc(C)c(S(=O)(=O)NCC(c2ccco2)S(=O)(=O)c2ccccc2)c(C)c1 (stereo unspecified) | . | . | . | -31 | 18µM* | 11%
CC(C)c1ccc(NS(=O)(=O)c2ccc3[nH]cc(C(=O)NCC4CCCO4)c(=O)c3c2)cc1 (stereo unspecified) | . | . | . | -5 | 6% | -1%
CC(C)(C)CC(=O)NC(=S)NCc1ccccc1 | 54%[activator] | 4% | -5% | 4 | -25% | 10%
NS(=O)(=O)c1ccc(NC(=O)CCCC(=O)O)cc1 | -1% | 11% | 0% | 35 | -2% | -4%
CC1=C(C(=O)OC(C)C)C(c2cccc(F)c2)N2C(=O)C(C)SC2=N1 (stereo unspecified) | -12% | 9% | 3% | -16 | 0% | 8%
CCc1ccccc1NC(=O)c1cnc2sc(N3CCCC3)nn2c1=O | . | . | . | -35 | -7% | -4%
Cc1ccc(NC(=O)CSc2nc3ccc(NC(=O)CCc4ccccc4)cc3s2)c(C)c1 | . | . | . | 9 | 9% | 23%
Cc1ccc2nc(SC(C(=O)Nc3ccc(F)cc3)c3ccccc3)[nH]c2c1 (stereo unspecified) | -3% | ? | 0% | -18 | -3% | 0%
COc1cc(CC(=O)OCC(=O)NC2CC2)cc(OC)c1OC | 5% | -29% | 3% | -22 | 3% | 3%
COc1ccc(CCNC(=O)Cc2c(C)c3c(cc(C)c4c(C)c(C)oc43)oc2=O)cc1OC | . | . | . | -28 | 3% | 20%
O=C(/C(=N\Nc1ccc(Br)cc1)Sc1nnnn1-c1ccccc1)c1ccccc1 | 72%[activator] | 7% | 14% | 10 | -5% | ?
COc1cc(/C=N/Nc2cc(C)nc(NS(=O)(=O)c3ccccc3)n2)ccc1O | 2% | 6% | 3% | 0 | 4% | 7%
COc1cccc(CCNC(=O)C2CCCN(c3ncnc4c3nc3n4CCCCC3)C2)c1OC (stereo unspecified) | 4% | ? | 4% | -24 | -4% | -1%
Cc1cccc(C(=O)N/N=C/c2ccc3c(c2)OCO3)n1 | 14% | 23% | -4% | -27 | -3% | -5%
COc1ccc2c(=O)cc(-c3cccnc3)oc2c1OC | -10% | 12% | -1% | -4 | 1% | -11%
CCC1(CC)NC(=O)N(CC(=O)OCC(=O)Nc2ccc(OC(F)(F)F)cc2)C1=O | -7% | 2% | . | 51 | -18% | -4%
O=C(c1ccccc1)c1ccc(N2CCN(C(=O)c3cccc(F)c3F)CC2)c(F)c1 | 0% | 13µM* | . | -22 | 0% | 0%
COc1ccccc1-n1c(SCC(=O)Nc2cc(C)on2)nc2c([nH]c3ccccc32)c1=O | -11% | ? | . | 6 | -20% | -11%
Cc1ccc(-n2c(SCc3ccccc3C)nc3[nH]ncc3c2=O)cc1C | . | . | . | -4 | 7% | 7%
Oc1c(Cl)cc(Cl)c2cccnc12 | -53% | -21% | ? | -99* | 16µM* | -1%
O=C(CCCCn1c(=O)c2ccccc2n(CC(=O)Nc2cccc(F)c2)c1=O)NCCc1ccccc1 | . | . | . | -4 | -5% | 20%
Cc1ccc(NC2=NCC(=O)N2Cc2ccc3c(c2)OCO3)cc1 | -13% | 29% | 9% | 6 | -16% | -15%
CCOC(=O)c1cnc2c(ccc3ccccc32)c1Nc1ccccc1O | . | . | . | 3 | 4% | 14%
Cc1ccc2nc(SCC(=O)NCc3ccc(F)cc3)nc(=O)n2c1 | -6% | 7% | . | 15 | -4% | -14%
COCC(=O)Nc1nc2ccc(S(C)(=O)=O)cc2s1 | -1% | 15% | -4% | -10 | 0% | -15%
Cc1c(CCC(=O)N[C@@H](C)C(=O)O)c(=O)oc2c(C)c3oc4c(c3cc12)CCCC4 | -3% | 22% | -10% | -23 | -2% | 3%
COC(=O)C1=C(c2ccc(F)cc2OCc2ccccc2)C[C@@H]2CC[C@H]1N2C(=O)NC1CCCCC1 | -2% | 11% | . | -16 | 2% | 6%
O=c1c2ccccc2sc2ccccc12 | 26% | ? | . | 39 | . | .
CC1CC(C)CN(Cc2nc(N)nc(Nc3ccccc3)n2)C1 (stereo unspecified) | 42%[activator] | 11% | 8% | -11 | 21% | -12%

Hits appear at their usual frequency, and some 9.3% of all compounds hit somewhere here.
